Tau fluor counter = counter-screen for tau fibril formation inhibitors. 0.93% of 280,000 active. Potency, µM (titrated, usually from 57.7 µM), for the others: top-dose activity change, negative = decrease. AID 1463. tau K18 P301L Alexa594 fluorescence, heparin fibrillization; further: nearly all actives have a fitted effect of over 55% in size
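Human tau K18 P301L (15 uM unlabeled, 0.24 uM Alexa 594-labeled) in 100 mM sodium acetate pH 7 with 20 uM heparin, 6 hr at 37 C. ThT 30 uM added, 1 hr ambient; Alexa 594 FP and total fluorescence read at 555/632 nm.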
Tau fibril FP = tau fibrillization inhibition (FP). P10636. K18 P301L tau heparin fibrillization, Alexa594 FP, 6 h. Potency, µM (series often up to 57.7 µM), without a hit: at the highest dose activity, negative = inhibition, usual class: inhibitors. 0.39% of 280,000 active; further: nearly all actives have a fitted effect of over 55% in size
Target sequence (P10636 561-689 P618L limits assumed): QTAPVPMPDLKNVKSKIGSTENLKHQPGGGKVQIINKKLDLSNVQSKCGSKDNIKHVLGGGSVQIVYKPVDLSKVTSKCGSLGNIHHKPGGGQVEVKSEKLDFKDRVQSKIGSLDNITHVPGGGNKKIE
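FP of Alexa 594-tau after heparin (20 uM) induction. Substrate: human K18 P301L, 15 uM unlabeled, 0.24 uM labeled. Buffer 100 mM sodium acetate pH 7. 6 hr, 37 C.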
ALDH1A1 inh = ALDH1A1 (human) enzyme inhibition; P00352; Purified ALDH1A1, NADH fluorescence, propionaldehyde substrate; Potency, µM (doses to about 75.3 µM), for inactives: at the top dose activity, negative = inhibition, most hits filed as inhibitors; 7.3% of 220,000 active; AID 1030; active means well fitted inhibition curve with a large enough effect, not every such curve was filed as active; inconclusive means small, poorly fitted or top-dose-only effect, or another doubt; inactive means no such curve, though single readings can be large or run the other way;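 further: plate controls were no enzyme wells and a reference inhibitor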
Target sequence (P00352 whole entry, looked up): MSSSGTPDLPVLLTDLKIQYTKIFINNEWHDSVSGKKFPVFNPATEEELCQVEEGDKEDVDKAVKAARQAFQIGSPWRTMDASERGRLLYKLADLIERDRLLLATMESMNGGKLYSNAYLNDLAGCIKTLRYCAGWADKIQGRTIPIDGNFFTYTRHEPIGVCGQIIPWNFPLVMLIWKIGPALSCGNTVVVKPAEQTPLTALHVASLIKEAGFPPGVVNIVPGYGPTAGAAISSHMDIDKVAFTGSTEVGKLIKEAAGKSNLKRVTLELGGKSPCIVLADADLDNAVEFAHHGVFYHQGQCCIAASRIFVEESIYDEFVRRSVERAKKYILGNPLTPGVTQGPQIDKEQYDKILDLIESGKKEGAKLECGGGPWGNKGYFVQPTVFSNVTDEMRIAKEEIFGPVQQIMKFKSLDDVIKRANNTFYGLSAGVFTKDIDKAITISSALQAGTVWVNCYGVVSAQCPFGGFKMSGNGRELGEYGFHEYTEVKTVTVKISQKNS
TRb SRC2 PPI = disrupts binding of human TR beta to SRC2. P10828. TRbeta-SRC2 peptide binding, fluorescence polarization; receptor liganded with 1 µM T3. Potency, µM (top dose mostly 106 µM), for the others: at the highest dose activity change, negative = inhibition, most hits filed as inhibitors. 0.065% of 280,000 active. AID 1469;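 further: plate controls were bound peptide for no effect and peptide without receptor for full effect; nearly all actives have a fitted effect of over 50% in size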
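TRb LBD 0.6 uM + Texas Red SRC2 peptide 20 nM, 1 uM T3, Tris buffer w/ 5% DMSO; compound pinned, 5 h RT; FP read ex 555/em 632; normalized to unbound and bound controls.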
TR SRC2 fluor cs = Texas Red fluorescence interference in TRb-SRC2 counter-screen; TRb/SRC2 Texas Red total fluorescence interference; Potency, µM (highest dose often 106 µM), inactives show top-dose fluorescence change, negative = quenching; 0.29% of 280,000 active; active means well fitted curve in either direction with a large enough effect; inconclusive means small, poorly fitted or top-dose-only effect
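Flags fluorescent or light-absorbing compounds by total fluorescence, S + 2P, at 555 nm excitation and 632 nm emission. Mixture: 20 nM Texas Red SRC2 peptide, 0.6 uM human TRb LBD, 1 uM T3, 5% DMSO; compound exposure 5 h at ambient temperature.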
L3MBTL1 inh = blocks human L3MBTL1. AlphaScreen L3MBTL1–H3K9me1 peptide binding. Q9Y468. 0.66% of 230,000 active. Potency, µM (doses to about 57.1 µM), for inactives: at the highest dose activity, negative = inhibition, most hits filed as inhibitors; further: nearly all actives have a fitted effect of over 60% in size
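L3MBTL1 (50 nM) pre-complexed 30 min with biotinylated H3(1-15)K9me1 peptide (75 nM), then compounds added for 30 min at room temperature; AlphaScreen streptavidin donor/nickel chelate acceptor beads (10 ug/mL final) read after 30 min dark incubation.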
Tau fibril ThT = tau fibrillization inhibition (ThT binding); P10636; recombinant tau K18 P301L, heparin-induced fibrillization, ThT fluorescence; Potency, µM (highest dose often 57.4 µM), for the others: at the top dose activity, negative = inhibition, most hits filed as inhibitors; 2.1% of 270,000 active; further: nearly all actives have a fitted effect of over 55% in size
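Using a mix of unlabeled (15 uM) and Alexa 594-labeled (0.24 uM) tau K18 P301L, heparin-triggered fibrillization over 6 hr at 37 C was scored by ThT fluorescence.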
GLA spleen mod = alpha-galactosidase A (human) modulation; Potency, µM (highest dose often 80 µM), without a hit: at the highest dose activity change, negative = inhibition, most hits filed as inhibitors; human spleen homogenate, 4MU-alpha-Gal fluorescence, 40 min; P06280; 0.008% of 240,000 active;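 further: 0% = enzyme with vehicle and -100% = no enzyme basal signal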
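Inhibition or activation of alpha-galactosidase in human spleen homogenate is scored by 4-MU fluorescence after 40 min at 37C, pH 5.0, with 1 mM substrate. AC50s come from concentration-response fitted to the Hill equation.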
* hit, by the source's call; ? = inconclusive; · = not tested or not shown. Unless noted, the call rests on the fitted dose curve; in most records, active means well fitted curve in the direction sought with a large enough effect; inconclusive means small, poorly fitted or top-dose-only effect, or another doubt; inactive means no such curve, though single readings can be large; an effect the other way counts as inactive or inconclusive. Unless noted, on the % scale 0 is the no-effect control and ±100 the full control effect; potency means the concentration at half of the fitted maximal effect.

SMILES	Tau fluor counter	Tau fibril FP	ALDH1A1 inh	TRb SRC2 PPI	TR SRC2 fluor cs	L3MBTL1 inh	Tau fibril ThT	GLA spleen mod
CCCCCC(C)NC(=O)c1ccoc1C (stereo unspecified)	-1%	-3%	12%	6%	1%	2%	-2%	7%
O=C(NCCCn1ccnc1)c1ccc(Cl)cc1	10%	11%	-6%	-3%	-1%	-2%	5%	3%
CN(C(=O)c1cccc(N2C(=O)C3CC=CCC3C2=O)c1)C1CCCCC1 (stereo unspecified)	-16%	6%	?	-3%	-6%	-10%	-14%	11%
O=C(Nc1ccccc1)N1CCc2ccccc2C1	-1%	-5%	-14%	-16%	1%	28%	11%	-10%
Cc1ccc(CNC(=O)c2cc(C)nc3c2c(C)nn3-c2ccc(C)cc2)cc1	-12%	-13%	·	7%	0%	·	3%	·
Cc1ccc(-n2ncc(C(=O)N3CCN(C4CCCCC4)CC3)c2C2CCN(C(=O)OC(C)(C)C)CC2)cc1C	-3%	0%	·	3%	0%	·	-11%	·
O=C(O)CS(=O)(=O)c1ccc(C(F)(F)F)cn1	-9%	-3%	-1%	8%	0%	10%	-4%	1%
CC(NC(=O)COC(=O)c1cn(-c2ccccc2)nc1-c1cccs1)c1ccccc1 (stereo unspecified)	?	?	?	10%	-3%	·	-1%	6%
COc1ccc(CNc2nc(SCc3ccc(Cl)cc3)nc3ccccc23)cc1	-3%	-6%	·	6%	2%	·	6%	·
Cc1nc2sc(C(c3cccc(F)c3)N3CCC(O)CC3)c(O)n2n1 (stereo unspecified)	-5%	1%	-5%	5%	-3%	2%	-16%	-6%
COc1ccc(NC(=O)C23CCC(C)(C(=O)O2)C3(C)C)cc1 (stereo unspecified)	6%	-1%	6%	-2%	-2%	·	8%	-4%
COC(=O)CSc1nc2ccccc2nc1SCC(=O)OC	-14%	-5%	?	0%	4%	17%	-11%	-3%
Cc1ccc2c(c1)C(Cc1ccccc1F)C(=O)N2 (stereo unspecified)	-8%	1%	·	-3%	3%	·	-10%	·
COCCn1c(C)cc(C(=O)COC(=O)c2n[nH]c3ccccc23)c1C	-5%	0%	9%	-9%	0%	-9%	6%	11%
Cc1ccc(NCc2cccn2-c2nnc(N3CCC(C(=O)NC(C)C)CC3)s2)cc1	-28%	8%	·	-11%	?	·	?	·
O=C(O)CSc1ccnc2cc(Cl)ccc12	-23%	-6%	·	7%	-2%	·	·	3%
CCOC(=O)c1cccc(NC(=O)c2cc(-c3ccc(Cl)s3)nc3ccccc23)c1	-14%	?	·	-4%	?	·	11%	·
CC(=O)OCN(C#N)c1nc(N(C)C)nc(N(C)C)n1	-5%	-4%	?	0%	-2%	5%	-6%	6%
c1ccc(Oc2c3ccccc3nc3ccccc23)cc1	-11%	-1%	·	10%	-11%	·	?	?
COc1ccc(OCC(=O)Nc2ccc(N3CCN(C(=O)c4ccco4)CC3)cc2)cc1	-27%	0%	-10%	-9%	0%	-11%	?	3%
CC1CCN(C(=O)c2cc3ccccc3o2)CC1	-3%	-1%	?	5%	2%	5%	-7%	-11%
COc1ccc(OC)c(C(O)c2coc3ccc(O)c(CN4CCOCC4)c23)c1 (stereo unspecified)	-4%	1%	-6%	11%	4%	-3%	-3%	3%
Cc1oc(=O)c(NC(=O)c2ccccc2)cc1C(=O)c1ccccc1	-14%	?	18µM*	-12%	-1%	1%	25µM*	4%
CCOC(=O)c1ccc(N2C(=O)CC(N(C)Cc3ccccc3)C2=O)cc1 (stereo unspecified)	-6%	2%	11µM*	-7%	-3%	·	-11%	11%
Cc1ccccc1S(=O)(=O)NC1=NCCCCC1	-1%	1%	6%	-2%	0%	-7%	-2%	-1%
CCc1cc2c(=O)nc3n(c2s1)Cc1ccccc1/C3=C(/O)c1ccccc1Cl	-10%	3%	3%	-12%	-1%	·	-17%	-12%
CCCNC(=O)COC(=O)c1[nH]c(C)c(C(=O)OCC)c1C	-7%	0%	-9%	-3%	1%	·	0%	5%
Cc1c(NC(=O)c2ccc(Br)o2)cccc1-c1nc2ccccc2o1	2%	-3%	·	6%	0%	·	1%	·
Cc1cc(C)cc(OCC(=O)N2Cc3ccccc3CC2C(=O)O)c1 (stereo unspecified)	3%	4%	13%	0%	0%	-7%	-3%	5%
CCNc1nc(NCC)nc(OCC(=O)O)n1	-3%	-1%	·	0%	-2%	·	·	3%
C=CCC1(C#N)C(=S)NC2=C(C(=O)CC(C)(C)C2)C1c1ccc(Br)cc1 (stereo unspecified)	-9%	-11%	3%	-1%	-4%	1%	-10%	0%
Cc1ccc(-c2nnn(CC(=O)Nc3ccccc3N3CCOCC3)n2)cc1	-16%	-12%	1%	1%	-2%	7%	-1%	1%
O=C(CC1C(=O)NCCN1C(=O)Nc1ccccc1)Nc1cccc(Cl)c1 (stereo unspecified)	-15%	-6%	-9%	-4%	-1%	-12%	0%	-8%
CC(C)Cn1c2nc3ccccc3nc2c2c(=O)n(CCN3CCOCC3)cnc21	-4%	2%	?	10%	1%	·	-9%	27%
C[N+]1(CCNC(=O)/C=N/O)CCCCC1	0%	2%	-10%	6%	2%	1%	-5%	-3%
N#Cc1cc2c([nH]c1=S)CCCCCC2	-13%	-15%	10µM*	1%	-5%	-3%	?	-7%
C=CCOc1cccc(CNc2ccc3[nH]c(=O)[nH]c3c2)c1	-9%	7%	-7%	8%	-3%	-17%	-14%	-8%
CCOC(=O)CC(NC(=O)Cn1nnc(-c2ccc(C(F)(F)F)cc2)n1)c1ccc(OC)cc1 (stereo unspecified)	-30%	-8%	·	-5%	?	·	-12%	·
CCOC(=O)Cc1cc(C(=O)Nc2ccc(Br)cc2)sc1-c1ccc(C)cc1	-28%	?	·	-3%	3%	·	?	·
CC12CC3CC(C)(C1)CC(C(=O)Nc1nn[nH]n1)(C3)C2	1%	-6%	1%	-7%	-2%	6%	3%	-8%
O=C(c1nc2ccccn2c1CNCCCn1ncc2ccccc21)N1CCCC1	7%	3%	-2%	0%	-5%	10%	0%	-5%
O=C(Nc1ncc(Cl)cc1Cl)c1c(F)cccc1Cl	0%	-2%	1%	4%	-4%	10%	-1%	3%
CCC(C)NC(=O)COc1ccccc1[N+](=O)[O-] (stereo unspecified)	1%	-2%	8%	-4%	-27%	9%	-1%	-1%
CCOC(=O)C(NC(=O)Nc1ccccc1)(OCC)C(F)(F)F (stereo unspecified)	-4%	-3%	4%	7%	2%	1%	-2%	-1%
COC(=O)c1[nH]c2ccc(F)cc2c1NS(=O)(=O)c1ccc(OC)cc1	-20%	1%	-13%	-10%	-2%	2%	1%	-5%

Laid out differently: entries from further up
Below each SMILES – Tau fluor counter, Tau fibril FP, ALDH1A1 inh, TRb SRC2 PPI, TR SRC2 fluor cs, L3MBTL1 inh, Tau fibril ThT, GLA spleen mod
Cc1c(NC(=O)c2ccc(Br)o2)cccc1-c1nc2ccccc2o1
    2%, -3%, ·, 6%, 0%, ·, 1%, ·
Cc1cc(C)cc(OCC(=O)N2Cc3ccccc3CC2C(=O)O)c1 (stereo unspecified)
    3%, 4%, 13%, 0%, 0%, -7%, -3%, 5%
CCNc1nc(NCC)nc(OCC(=O)O)n1
    -3%, -1%, ·, 0%, -2%, ·, ·, 3%
C=CCC1(C#N)C(=S)NC2=C(C(=O)CC(C)(C)C2)C1c1ccc(Br)cc1 (stereo unspecified)
    -9%, -11%, 3%, -1%, -4%, 1%, -10%, 0%
Cc1ccc(-c2nnn(CC(=O)Nc3ccccc3N3CCOCC3)n2)cc1
    -16%, -12%, 1%, 1%, -2%, 7%, -1%, 1%
O=C(CC1C(=O)NCCN1C(=O)Nc1ccccc1)Nc1cccc(Cl)c1 (stereo unspecified)
    -15%, -6%, -9%, -4%, -1%, -12%, 0%, -8%
CC(C)Cn1c2nc3ccccc3nc2c2c(=O)n(CCN3CCOCC3)cnc21
    -4%, 2%, ?, 10%, 1%, ·, -9%, 27%
C[N+]1(CCNC(=O)/C=N/O)CCCCC1
    0%, 2%, -10%, 6%, 2%, 1%, -5%, -3%
N#Cc1cc2c([nH]c1=S)CCCCCC2
    -13%, -15%, 10µM*, 1%, -5%, -3%, ?, -7%
C=CCOc1cccc(CNc2ccc3[nH]c(=O)[nH]c3c2)c1
    -9%, 7%, -7%, 8%, -3%, -17%, -14%, -8%
CCOC(=O)CC(NC(=O)Cn1nnc(-c2ccc(C(F)(F)F)cc2)n1)c1ccc(OC)cc1 (stereo unspecified)
    -30%, -8%, ·, -5%, ?, ·, -12%, ·
CCOC(=O)Cc1cc(C(=O)Nc2ccc(Br)cc2)sc1-c1ccc(C)cc1
    -28%, ?, ·, -3%, 3%, ·, ?, ·
CC12CC3CC(C)(C1)CC(C(=O)Nc1nn[nH]n1)(C3)C2
    1%, -6%, 1%, -7%, -2%, 6%, 3%, -8%
O=C(c1nc2ccccn2c1CNCCCn1ncc2ccccc21)N1CCCC1
    7%, 3%, -2%, 0%, -5%, 10%, 0%, -5%
O=C(Nc1ncc(Cl)cc1Cl)c1c(F)cccc1Cl
    0%, -2%, 1%, 4%, -4%, 10%, -1%, 3%
CCC(C)NC(=O)COc1ccccc1[N+](=O)[O-] (stereo unspecified)
    1%, -2%, 8%, -4%, -27%, 9%, -1%, -1%
CCOC(=O)C(NC(=O)Nc1ccccc1)(OCC)C(F)(F)F (stereo unspecified)
    -4%, -3%, 4%, 7%, 2%, 1%, -2%, -1%

Source: PubChem BioAssay
